USP30 block: human USP30 deubiquitinase inhibition. Q70CQ3. purified USP30, Ub-rhodamine cleavage fluorescence. inhibition, % at 25 µM. 47,000 compounds, 5.3% hits
UCHL1 inh: blocks human UCHL1 ubiquitin-rhodamine cleavage | P09936 | purified UCHL1, Ub-rhodamine cleavage fluorescence | inhibition, % at 20 µM | 47,000 compounds, 0.2% hits | AID 1645859
USP7 block: blocks human USP7 ubiquitin-rhodamine cleavage | 47,000 compounds, 0.3% hits | inhibition, % at 20 µM | Q93009 | purified USP7, Ub-rhodamine cleavage fluorescence
Target sequence (Q93009 whole entry, looked up): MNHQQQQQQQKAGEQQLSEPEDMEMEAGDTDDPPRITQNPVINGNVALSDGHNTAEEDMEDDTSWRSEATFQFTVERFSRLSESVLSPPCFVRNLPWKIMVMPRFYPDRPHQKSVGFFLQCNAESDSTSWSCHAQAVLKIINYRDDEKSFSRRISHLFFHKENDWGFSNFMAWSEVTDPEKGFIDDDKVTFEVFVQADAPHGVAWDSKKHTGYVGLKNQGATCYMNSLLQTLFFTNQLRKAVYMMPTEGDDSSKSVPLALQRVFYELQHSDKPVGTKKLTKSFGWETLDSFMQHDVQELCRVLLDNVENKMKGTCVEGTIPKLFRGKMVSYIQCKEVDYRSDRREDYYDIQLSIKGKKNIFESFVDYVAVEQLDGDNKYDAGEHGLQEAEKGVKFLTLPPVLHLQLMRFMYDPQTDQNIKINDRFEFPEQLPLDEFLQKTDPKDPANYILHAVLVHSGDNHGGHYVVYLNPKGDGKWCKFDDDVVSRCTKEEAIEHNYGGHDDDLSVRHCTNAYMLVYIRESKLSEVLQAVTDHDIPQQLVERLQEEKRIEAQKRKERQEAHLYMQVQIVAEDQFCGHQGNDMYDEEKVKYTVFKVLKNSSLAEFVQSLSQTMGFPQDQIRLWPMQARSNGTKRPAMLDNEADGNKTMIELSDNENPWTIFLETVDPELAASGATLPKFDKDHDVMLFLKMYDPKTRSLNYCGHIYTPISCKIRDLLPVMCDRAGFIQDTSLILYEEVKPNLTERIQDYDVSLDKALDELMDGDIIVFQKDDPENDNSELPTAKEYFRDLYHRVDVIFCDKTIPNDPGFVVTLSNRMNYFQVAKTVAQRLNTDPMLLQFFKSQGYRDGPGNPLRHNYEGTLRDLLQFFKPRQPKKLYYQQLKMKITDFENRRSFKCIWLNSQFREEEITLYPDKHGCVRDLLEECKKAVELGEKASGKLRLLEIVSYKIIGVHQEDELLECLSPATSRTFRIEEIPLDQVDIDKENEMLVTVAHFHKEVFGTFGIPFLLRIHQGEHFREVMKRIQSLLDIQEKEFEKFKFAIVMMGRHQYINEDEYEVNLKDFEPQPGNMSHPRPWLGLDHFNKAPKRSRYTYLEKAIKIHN
USP17 inh: human USP17-like deubiquitinase inhibition. A8MUK1. purified USP17, Ub-rhodamine cleavage fluorescence, 3 h. inhibition, % at 50 µM. 47,000 compounds, 6.5% hits
USP10 block: blocks human USP10 ubiquitin-rhodamine cleavage | Q14694 | purified USP10, Ub-rhodamine fluorescence, 60 min | inhibition, % at 20 µM | 47,000 compounds, 1.1% hits
USP28 inh: blocks human USP28 ubiquitin-rhodamine cleavage; purified USP28, Ub-rhodamine cleavage fluorescence, 30 min; inhibition, % at 25 µM; Q96RU2; 47,000 compounds, 3% hits; AID 1645857
OTUD3 block: human OTUD3 deubiquitinase inhibition; Q5T2D3; purified OTUD3, Ub-rhodamine fluorescence, 2 h; inhibition, % at 25 µM; 47,000 compounds, 0.7% hits; AID 1645858
USP8 block: inhibitors of human USP8 deubiquitinase; P40818; purified USP8, Ub-rhodamine cleavage fluorescence, 30 min; inhibition, % at 20 µM; 47,000 compounds, 4.2% hits; AID 1645853
Numbers without * were called inactive; i = inactive; / = not tested or not shown. Rule as the data show it: active = inhibition above about 30%; inactive = the rest. An unsorted share of the library, and some 13% of all compounds hit somewhere here.

SMILES | USP30 block | UCHL1 inh | USP7 block | USP17 inh | USP10 block | USP28 inh | OTUD3 block | USP8 block
N#Cc1ccc(NC(=O)C2CC(=O)Nc3ccccc32)cc1 (stereo not given) | 12 | 0 | -6 | 2 | -1 | 10 | 3 | 0
COCCn1c(C)cc(C(=O)CSc2ccc(Cl)cc2)c1C | -13 | 4 | -8 | 20 | -1 | 30* | 8 | 16
Cc1cccn2c(=O)cc(CNc3cccc(C#N)c3)nc12 | -66 | -5 | -9 | / | -8 | -15 | -24 | 16
Cn1c(=O)cc(SCC(=O)N2CCN(c3ccc([N+](=O)[O-])cc3)CC2)c2ccccc21 | i | -28 | -25 | -102 | -8 | -176 | -170 | 2
O=C(NCCn1cc(SCC(=O)N2CCOCC2)c2ccccc21)c1cccs1 | 21 | 0 | -1 | 0 | 0 | 13 | 13 | -47
COc1ccccc1NC(=O)c1cn(C)c2c(=O)n(-c3ccccc3)c(=O)[nH]c12 | 14 | 4 | 0 | 12 | 4 | 3 | 6 | -2
CCOc1cc(CN2CCCC(c3ncc(Cl)cc3S(C)(=O)=O)C2)ccc1O (stereo not given) | -4 | -3 | -5 | -12 | -1 | -10 | -6 | -6
Cc1cccc(NC(=O)CNc2cc(C)nc3nc(-c4cccnc4)nn23)c1 | -27 | 1 | -1 | -74 | -5 | -20 | -18 | -5
CCC1CCCCN1C(=O)CSc1nnc(CNC(=O)c2cccs2)o1 (stereo not given) | 1 | 3 | 7 | 13 | 2 | 4 | 9 | 10
O=[N+]([O-])c1ccc(-c2nc3ccccn3c2Br)cc1 | 44* | 4 | 10 | 39* | 6 | 7 | 12 | 6
N=C(N)C1CN(CCNc2ncc(C(F)(F)F)cc2Cl)C(=O)NC1=O (stereo not given) | -174 | -16 | -33 | -22 | -5 | -13 | -54 | -112
CCOc1ccccc1C(=O)N1CCCCC1c1nncn1CC1CC1 (stereo not given) | 9 | 0 | 1 | 6 | 2 | 3 | 2 | -43
COc1cccc(CN2CCCCC23Cc2ccccc2CNC3=O)c1 (stereo not given) | -43 | -3 | 0 | -18 | 2 | -9 | -14 | -17
O=C(Cc1nnc(-c2cnccn2)o1)Nc1ccc(Cl)c(F)c1 | -4 | -3 | -13 | -3 | 0 | -4 | -8 | 21
Cc1cc(=O)oc2c(C)c(OCC(=O)N3CC[C@@]4(O)CCCC[C@H]4C3)ccc12 | 17 | 2 | -9 | 11 | 1 | 4 | 7 | 2
COc1ccc([C@H]2C[C@@H](NC(=O)C3C4CCCCC43)CC[C@]23CCC(=O)N3)cc1OC (stereo not given in full) | 11 | 1 | 2 | 0 | -2 | 10 | 6 | 1
Cc1ccc(NC(=O)Nc2ccccc2)c(=O)n1CC(=O)N1CCCCC1 | 0 | -2 | -1 | -14 | -1 | -6 | -4 | -4
Cn1c(=O)c2cc(C(=O)Nc3ccc(F)cc3)cnc2n(C)c1=O | 5 | 2 | 2 | 53* | 5 | 1 | 9 | 5
O=S1(=O)c2ccccc2O[C@H]2CCN(c3ncc(F)cn3)CC[C@@H]2N1CC1CC1 | -2 | 6 | 8 | -7 | 6 | 4 | 14 | -55
COc1ccc(C)cc1NC(=O)CC(c1ccccc1C)n1cccc1 (stereo not given) | -57 | 1 | 2 | -16 | 3 | 5 | -26 | -12

Entries shown so far that have a halogen, in the order listed:
SMILES | USP30 block | UCHL1 inh | USP7 block | USP17 inh | USP10 block | USP28 inh | OTUD3 block | USP8 block
COCCn1c(C)cc(C(=O)CSc2ccc(Cl)cc2)c1C | -13 | 4 | -8 | 20 | -1 | 30* | 8 | 16
CCOc1cc(CN2CCCC(c3ncc(Cl)cc3S(C)(=O)=O)C2)ccc1O (stereo not given) | -4 | -3 | -5 | -12 | -1 | -10 | -6 | -6
O=[N+]([O-])c1ccc(-c2nc3ccccn3c2Br)cc1 | 44* | 4 | 10 | 39* | 6 | 7 | 12 | 6
N=C(N)C1CN(CCNc2ncc(C(F)(F)F)cc2Cl)C(=O)NC1=O (stereo not given) | -174 | -16 | -33 | -22 | -5 | -13 | -54 | -112
O=C(Cc1nnc(-c2cnccn2)o1)Nc1ccc(Cl)c(F)c1 | -4 | -3 | -13 | -3 | 0 | -4 | -8 | 21
Cn1c(=O)c2cc(C(=O)Nc3ccc(F)cc3)cnc2n(C)c1=O | 5 | 2 | 2 | 53* | 5 | 1 | 9 | 5
O=S1(=O)c2ccccc2O[C@H]2CCN(c3ncc(F)cn3)CC[C@@H]2N1CC1CC1 | -2 | 6 | 8 | -7 | 6 | 4 | 14 | -55

Carrying on:
SMILES | USP30 block | UCHL1 inh | USP7 block | USP17 inh | USP10 block | USP28 inh | OTUD3 block | USP8 block
CCOC(=O)c1c(C)nn(-c2ccc(NC(=O)/C=C\C(=O)O)cn2)c1C | 2 | -1 | 1 | 9 | 2 | 2 | 14 | -1
CC(C)CN1CCC(c2nc3ccc(F)cc3c(=O)[nH]2)CC1 | 14 | 1 | 6 | 12 | 2 | 5 | 13 | 17
O=C(NCc1noc(C2CCCCC2)n1)c1cccc(F)c1 | 11 | 2 | 2 | 3 | 1 | 4 | 5 | 6
COc1ccc(-c2noc(C3CC(=O)N(c4ccc(C)cc4)C3)n2)c(OC)c1 (stereo not given) | 0 | 0 | -8 | 8 | -9 | -2 | -1 | 10
Cc1nccc(N2CCCC(C)(c3[nH]ncc3C(=O)N(C)C)C2)n1 (stereo not given) | -7 | -2 | 0 | 1 | 0 | -10 | -2 | -4
O=C(Nc1cnc(N2CCCC2)nc1)c1ccccc1C(F)(F)F | -26 | -6 | -4 | -14 | -6 | -4 | -7 | -13
CC(CNS(=O)(=O)c1ccccc1)(c1ccccc1)N1CCOCC1 (stereo not given) | 1 | -5 | -1 | -16 | 1 | -9 | 1 | -8
O=C(Cn1c(=O)n(CCCC(=O)NC2CCN(Cc3ccccc3)CC2)c(=O)c2ccccc21)NCCC1=CCCCC1 | 0 | -1 | -6 | 4 | -4 | 0 | 7 | 7
O=C(c1noc2ccc(S(=O)(=O)N3CCOCC3)cc12)N1CCCCC1 | 0 | -1 | -2 | -8 | 1 | -12 | 7 | -18
CCN1CCN(Cc2nc(-c3ccc(N4CCCCC4)nc3)no2)CC1 | 8 | 0 | -13 | 3 | 1 | 11 | 7 | 15
CN1C(=O)c2cccnc2Sc2cc(NC(=O)Cc3ccccc3F)ccc21 | -17 | -1 | -9 | 7 | -1 | 9 | 7 | 25
CCc1ccc(C(=O)N2CCN(c3cc(=O)n(C)c(=O)n3C)CC2)cc1 | -10 | 0 | -1 | -5 | 1 | -6 | -3 | 0
C[C@H](Cn1nnc2ccccc21)NC(=O)c1ccc2c(c1)OCO2 | -3 | -3 | 0 | 5 | 0 | -6 | 4 | 2
CCCS(=O)(=O)N1CCc2c(c(-c3nnc(-c4ccc(F)cc4)o3)nn2C)C1 | 10 | 1 | 0 | 5 | -4 | 14 | 7 | -17
Cc1cnnn1-c1ccc(C(=O)Nc2ccccc2F)cc1 | 34* | 3 | 5 | 15 | -2 | 12 | 10 | 1
CCCCOc1ncccc1-c1nc2ccccc2s1 | -39 | -5 | -2 | -18 | 0 | -17 | -14 | -11
CCc1nc(-c2cccc(-c3noc(-c4cnccn4)n3)c2)cs1 | -3 | 0 | 0 | 0 | 2 | 5 | 5 | -40
COc1ccc(CCNC(=O)c2ccc3ccccc3c2)cc1OC | -13 | 1 | 4 | -2 | 0 | 55* | -1 | 4
O=C(CCc1nc(CSc2nc3ccccc3o2)no1)Nc1ccccc1F | 16 | 0 | 4 | 17 | -1 | 48* | 13 | -64
Cc1ccccc1C(=O)N1CCN(C2CCN(Cc3c(C)noc3C)CC2)C(=O)C1 | -6 | -1 | 3 | 1 | -1 | -5 | 2 | 0

Rewritten as comma-separated lines: part of the list above
molecule,USP30 block,UCHL1 inh,USP7 block,USP17 inh,USP10 block,USP28 inh,OTUD3 block,USP8 block
Cc1cnnn1-c1ccc(C(=O)Nc2ccccc2F)cc1,34*,3,5,15,-2,12,10,1
CCc1nc(-c2cccc(-c3noc(-c4cnccn4)n3)c2)cs1,-3,0,0,0,2,5,5,-40

(list continues)
SMILES | USP30 block | UCHL1 inh | USP7 block | USP17 inh | USP10 block | USP28 inh | OTUD3 block | USP8 block
O=C1C/C(=C\c2cccc(Br)c2)Cc2ccccc21 | 21 | 9 | 13 | 14 | 15 | 34* | 22 | 21
COc1ccc(-c2cc3nc(C)cc(Nc4cccc(C)c4)n3n2)cc1OC | -16 | 11 | 11 | -5 | 3 | -13 | -1 | -4
O=C(Nc1ccc(Oc2ccccc2)cc1)C1C2C=CC3(O2)C1C(=O)N(C1CC1)C3C(=O)NC1CCCCC1 (stereo not given) | 18 | 3 | 6 | 10 | 4 | 11 | 9 | -76
CCOC(=O)c1sc(NC(=O)c2cc(-c3ccc(Cl)cc3)nc3ccccc23)nc1C | -24 | 4 | 2 | -11 | 10 | -3 | 0 | -36
Cc1cc(C)nc(NS(=O)(=O)c2ccc(NS(=O)(=O)c3ccc(F)c(F)c3)cc2)n1 | 19 | 1 | 6 | 15 | 3 | 7 | 10 | 12
C=C(C/C=C/C=C/CC/C=C/CN(C)C(=O)/C=C(\C)OC)c1nc(CC(C)C2OC(=O)c3c(ccc(C)c3O)C2O)co1 (stereo not given) | -141 | 3 | 14 | 9 | -13 | -23 | -28 | -48
CCn1cc(-c2nc(-c3ccccn3)no2)c(=O)c2cc(F)ccc21 | 23 | 2 | 3 | 58* | 4 | 14 | 13 | 2
Nc1c(-c2nc(-c3ccc4c(c3)OCO4)cs2)nnn1-c1ccccc1 | 15 | 2 | 14 | 65* | -1 | 7 | -1 | 34*
O=C(C(c1ccccc1)C1CCCC1)N1CCc2nc(N3CCCCC3)[nH]c(=O)c2C1 (stereo not given) | 1 | -3 | -2 | 0 | 0 | -12 | -4 | 3
CC(C)N1CCn2cc(S(=O)(=O)NCc3ccc(F)cc3)cc2C1=O | 1 | 1 | 6 | 14 | -1 | 10 | 2 | 3
CC(Cc1cccs1)C(=O)N1CCC(c2nc3ccccc3cc2C(N)=O)CC1 (stereo not given) | -15 | 2 | -2 | -11 | 0 | 0 | -11 | 0
CN(Cc1ccc(Cl)cc1)Cc1cc(=O)c2cccc(F)c2[nH]1 | -25 | -6 | -9 | -3 | -7 | -6 | -7 | -12
COc1ccc(NC(=O)C2CCCN(S(=O)(=O)N3CCC(C)CC3)C2)cc1OC (stereo not given) | 2 | 3 | 0 | 7 | -2 | 1 | 17 | 21
COc1ccc(-n2ccnc(NCCc3ccccc3)c2=O)cc1 | 13 | 1 | 7 | 11 | 1 | 6 | 13 | 11
CNc1ncc(CN2CCC3(C/C=C/Cc4ccccc4OCC(=O)NC3)CC2)cn1 | -4 | -4 | -4 | -4 | 1 | -4 | -4 | -17
O=C(Cn1c(NCc2ccccc2)nc2ccccc21)NCC(F)(F)F | 52* | 3 | 2 | 45* | 14 | 27 | 10 | 18
Clc1ccc(Cc2cnc(Nc3ccccc3)s2)cc1Cl | -11 | 1 | 0 | -14 | 10 | 16 | -5 | -35
Cc1ccnc2nc(C(=O)Nc3sccc3C(N)=O)nn12 | -19 | -1 | -2 | 16 | -6 | -43 | -8 | -32
O=C(NCc1ccc2c(c1)OCO2)c1nc(CS(=O)(=O)c2ccccc2)no1 | -32 | 1 | -2 | -23 | 0 | 1 | -2 | 1
O=C(c1ccc(N2C(=O)CCS2(=O)=O)cc1)N1CCN(c2ccccc2F)CC1 | 18 | 2 | 0 | 9 | 2 | 10 | 9 | 6
Cc1cc(F)ccc1NC(=O)CN1C(=O)C2CCCN2C(=O)c2cc(F)ccc21 (stereo not given) | -2 | -2 | -6 | 0 | 0 | -1 | -1 | 7
Cc1ccc(N2CC(c3noc(-c4ccccn4)n3)CC2=O)cc1 (stereo not given) | -13 | -3 | -3 | -4 | -1 | -5 | 0 | -2
CCN1Cc2c(C(=O)NCCC(C)C)ncn2-c2ccccc2S1(=O)=O | -4 | -4 | -5 | -44 | -1 | -5 | 0 | -280
O=C(O)c1cccc(S(=O)(=O)NCc2ccc3c(c2)OCO3)c1 | 35* | 2 | 3 | 9 | 1 | 9 | 16 | 3
Cc1ccc2cc3c(nc2n1)CCN(Cc1ccc(F)cc1)C3 | i | -159 | -145 | -165 | -1 | -253 | -174 | -330
COc1ccccc1CNC(=O)c1snc(-c2ccncc2)c1N | 0 | -2 | -5 | -55 | 0 | -5 | 0 | -247
CCOC(=O)N1CCC(N2Cc3cccc(C(=O)Nc4ccc(S(=O)(=O)N5CCOCC5)cc4)c3C2=O)CC1 | -22 | -1 | -6 | -46 | 0 | -3 | -1 | -52
Cc1ccc(C)c(OCCOCCN2CCNCC2)c1C | 6 | -3 | 1 | -1 | 0 | 2 | -2 | -9
O=C(NCc1ccc(F)cc1)[C@@H]1Cc2c([nH]c3ccccc23)C2c3ccccc3C(=O)N21 (stereo not given in full) | -1 | 7 | -24 | 22 | 6 | 5 | -1 | 9
CNc1nc(C2CCCCN2C(C)=O)nc2c1CN(Cc1ccc3ncccc3c1)CC2 (stereo not given) | -136 | -10 | -10 | -46 | -8 | -44 | -34 | -5
COc1ccc(C(=O)N2CCC(Oc3ncccc3C(N)=O)C2)cc1 (stereo not given) | -1 | -1 | -1 | -4 | -2 | -10 | -5 | -3

Screening results as filed in PubChem BioAssay.
